V1aR counter: activates human V1a receptor in oxytocin agonist counter-screen; 0.25% of 320,000 active; activation, % at 3 µM; CHO-V1R cells, Fluo-8 calcium fluorescence, agonist mode; 0% DMSO, 100% 3 nM vasopressin; P37288;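 active = activation above the mean activation of all tested compounds plus 3 SD, per screening run, cut at about 20% in these data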;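 note: signal is peak over basal fluorescence ratio across a 100 second FLIPR read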
GPR7 antagonist: antagonists of human GPR7 (neuropeptides B/W receptor 1); P48145; GPR7-expressing cells, fluorescence antagonist assay; inhibition, % at 4.4 µM; 1.1% of 290,000 active; AID 1861; in the data active = inhibition above about 16%, passing the limit was not always enough;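 note: cells stimulated with the agonist NPW; 0% = agonist with vehicle and 100% = vehicle without agonist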
Target sequence (P48145 whole entry, looked up): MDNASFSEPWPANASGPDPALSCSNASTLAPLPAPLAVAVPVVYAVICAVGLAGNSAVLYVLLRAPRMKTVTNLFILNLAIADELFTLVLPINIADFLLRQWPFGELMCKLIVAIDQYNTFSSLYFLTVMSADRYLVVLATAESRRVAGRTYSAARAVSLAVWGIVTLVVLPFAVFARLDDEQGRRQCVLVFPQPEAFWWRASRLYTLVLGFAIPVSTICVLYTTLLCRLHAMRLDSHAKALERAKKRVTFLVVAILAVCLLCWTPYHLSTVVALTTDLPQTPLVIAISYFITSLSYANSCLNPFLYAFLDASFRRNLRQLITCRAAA
NALP1 inh: inhibitors of NALP1 inflammasome in yeast; 0.61% of 280,000 active; S. cerevisiae NALP1/ASC/caspase-1 growth, X-gal OD620, 72 h; inhibition, % at 10 µM; in the data active = inhibition mostly above about 24%, no sharp cut-off; inactive = mostly below about 32%; note: some compounds called inactive have numbers as strong as hits
MEKK2wt PB1 HTS: raises or lowers MEK5 binding to wildtype human MEKK2 PB1 domain; AID 1531; binding response (% of control), % at 10 µM; 1.1% of 290,000 active; bead flow cytometry, Alexa488-MEK5 binding to MEKK2 WT; actives lie on both sides; in the data active = binding response below about 67% or above about 130%
OXTR potentiate: potentiates the human oxytocin receptor response; P30559; CHO-OTR cells, Fluo-8 calcium fluorescence, potentiator mode; 0% = oxytocin EC15, 100% = EC100; activation, % at 3 µM; 0.061% of 320,000 active;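 active = activation above that plate's cutoff, the mean activation of tested compounds plus 3 SD, cut at about 6.6% in these data, passing the limit was not always enough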;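 note: 100% uses oxytocin at 75 nM as the full agonist control; some results filed as inactive read as strong as hits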
Target sequence (P30559 whole entry, looked up): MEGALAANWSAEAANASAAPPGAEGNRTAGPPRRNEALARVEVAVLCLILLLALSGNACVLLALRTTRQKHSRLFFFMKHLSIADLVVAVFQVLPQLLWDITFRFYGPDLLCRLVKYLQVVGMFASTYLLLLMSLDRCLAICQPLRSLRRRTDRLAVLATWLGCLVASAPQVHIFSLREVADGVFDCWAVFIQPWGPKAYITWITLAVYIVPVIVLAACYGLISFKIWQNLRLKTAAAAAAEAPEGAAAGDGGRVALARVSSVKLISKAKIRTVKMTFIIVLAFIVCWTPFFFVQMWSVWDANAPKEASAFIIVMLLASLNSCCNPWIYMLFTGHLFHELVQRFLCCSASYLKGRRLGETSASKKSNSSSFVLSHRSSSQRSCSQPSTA
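System: human OTR in CHO cells / Also added: sub-maximal oxytocin, roughly EC15 / Control set: EC15 oxytocin low, 75 nM oxytocin high / Schedule: 6 min compound pre-incubation at room temperature, 100 s kinetic read / Compound: single-point 3.0 µM / Replication: singlicate / Technique: Fluo-8 calcium dye fluorescence / Read-out basis: % activation of max/min ratio relative to oxytocin controls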
M18AAP inhibitor: PfM18AAP enzyme inhibition | recombinant PfM18AAP, H-Glu-NHMec fluorogenic cleavage | inhibition, % at 7.35 µM | 1.2% of 290,000 active;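 active = inhibition above the campaign mean inhibition over all tested compounds plus 3 SD, cut at about 28% in these data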;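 note: 0% = plate median of test compound wells and 100% = 2 mM ZnCl2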
OXTR agonist: human OXTR agonism; AID 2435; CHO-OTR cells, Fluo-8 calcium fluorescence; normalized: DMSO 0%, oxytocin 100%; 0.32% of 320,000 active; activation, % at 3 µM; P30559;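 active = activation above the mean of all tested compounds plus 3 SD, cutoff set per screening run, cut at about 20% in these data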;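 note: peak over basal fluorescence ratio from a 100 s FLIPR kinetic read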
MEKK2 mut-MEK5: signal of MEK5 binding to mutant human MEKK2 PB1 domain. 0.35% of 290,000 active. bead flow cytometry, Alexa488-MEK5 binding to MEKK2 mutant. percent response, % at 10 µM; in the data active = percent response above about 24%, passing the limit was not always enough; note: inactives centre near 1; some results filed as inactive read as strong as hits
GalR3 antagonist: blocks the human galanin receptor 3 | O60755 | HEK293 GalR3-CNG cAMP membrane potential fluorescence; galR3 body fused to GalR1 C-terminus | inhibition, % at 3 µM | 0.44% of 360,000 active | AID 651719;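 active = inhibition above the screen-wide average plus 3 SD, cut at about 13% in these data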;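 note: forskolin and galanin both at EC90 stimulate the cells; cAMP rise reported by CNG channel membrane potential dye signal; 0% = forskolin plus galanin with DMSO and 100% = forskolin alone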
Target sequence (O60755 1-299 limits assumed): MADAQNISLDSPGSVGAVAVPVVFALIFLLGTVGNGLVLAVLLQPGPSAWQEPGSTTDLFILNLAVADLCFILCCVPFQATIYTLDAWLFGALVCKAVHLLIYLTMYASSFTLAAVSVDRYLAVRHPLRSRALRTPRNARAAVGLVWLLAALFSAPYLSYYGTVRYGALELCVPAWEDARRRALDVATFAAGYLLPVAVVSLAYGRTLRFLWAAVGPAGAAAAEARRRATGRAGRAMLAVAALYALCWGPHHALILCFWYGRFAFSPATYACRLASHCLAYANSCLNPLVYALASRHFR
The depositor's hits bear a star; / = no result given; & = joins results of further samples; [ ] = remark or other dose.

SMILES,NALP1 inh,OXTR potentiate,GPR7 antagonist,V1aR counter,M18AAP inhibitor,MEKK2wt PB1 HTS,MEKK2 mut-MEK5,OXTR agonist,GalR3 antagonist
CN(Cc1c(C(=O)N2CCc3ccccc3C2)nc2ccc(Cl)cn12)C(C1CC1)C1CC1,12,-13,-6,-0.8,4,96,-6,-2.8,-8
C[C@@H](NC(=O)c1nc[nH]c1C(=O)N1CCN(c2ccccc2)CC1)c1ccccc1,/,-6,/,-1.6,/,/,/,0.6,-2
CCSc1nc(-c2cccs2)nc2ccccc12,6,2,-19,0.8,-14,97,-4,0.0,-5
NS(=O)(=O)c1ccc(CNC(=O)CSc2nc3ccc(Cl)cc3[nH]2)cc1,14,-2,-16,-0.2,-4,105,9,-1.0,-9
CCn1cc(CNC(=O)CCSc2nc(-c3ccco3)cc(C(F)(F)F)n2)cn1,6,-7,-6,-0.6,1,101,1,-1.0,-1
O=C(CN1C(=O)CCSc2ccc(S(=O)(=O)N3CCOCC3)cc21)Nc1ccccc1Cl,4,-9,-5,0.5,6,99,1,0.5,5
COc1ccc(/C=C/C(=O)NC(=S)NNC(=O)c2cc(OC)c(OC)c(OC)c2)cc1,/,-12,1,1.2,-11,88,-32,0.1,-2
CSCCC(NS(=O)(=O)c1ccc2c(c1)oc(=O)n2C)C(=O)NCc1ccc(C)cc1 (stereo unspecified),/,8,-7,0.4,-1,96,-1,0.7,3
CCN(CC)S(=O)(=O)c1ccc(OC)c(NS(=O)(=O)Cc2ccccc2)c1,5,1,-16,-0.1,0,108,16,-0.3,-5
Cc1cc(NC(=O)CSc2nc3c(sc4ccccc43)c(=O)n2CCc2ccccc2)n[nH]1,10,3,-11,0.8,-4,93,-2,2.1,0
O=C(Nc1cccc(C(=O)Nc2ccc(Br)cc2)c1)c1ccccc1,9,-12,-2,7.1,4,107,7,3.7,-6
O=C(CN1CCN(c2ccccc2Cl)CC1)NC1CCCc2ccccc21 (stereo unspecified),43,-9,-11,0.5,-2,106,1,-2.0,-13
CCOc1ccc(NC(=O)CN(c2ccc(OC)c(OC)c2)S(=O)(=O)c2ccc(C)cc2)cc1,1,-11,-12,-0.2,5,101,1,-1.6,-6
O=S(=O)(/N=C/c1c(O)ccc2ccccc12)c1cccs1,95,-2,-3,-0.3,6,95,-6,0.9,-2
C=CCn1c(SCC(=O)Nc2ccc3c(c2)CCC3)nnc1-c1cccs1,18,-10,1,0.7,10,109,9,-1.0,-7
COc1ccc(C(=O)NC(=S)Nc2ccc(CN3CCOCC3)cc2)cc1Br,-4,-11,6,10,-6,111,4,9.0,-7
COCCCNc1nc(N)c([N+](=O)[O-])c(Nc2ccccc2OC)n1,-4,4,-10,6.3,3,97,-4,-1.0,-2
COCC(C)n1c(C)cc(C(=O)CN2c3cccc4cccc(c34)S2(=O)=O)c1C (stereo unspecified),/,-6,/,3.0,/,/,/,1.5,-5
O=C(Nc1ccc(F)cc1)c1cccc(N2C(=O)C3C4C=CC(C5CC45)C3C2=O)c1 (stereo unspecified),6,-10,26*,11,0,97,-4,4.1,1
COCCNC(=O)c1cccc(OC2CCN(C(C)COc3ccccc3)CC2)c1 (stereo unspecified),-1,-3,-17,0.3,2,112,17,-0.5,-9
COc1nc(-c2ccccc2Cl)ccc1C#N,39,9,-12,-1.1,1,100,2,-0.8,-1
CCOC(=O)c1sc2nc(N3CCOCC3)c3c(c2c1N)CCN(C)C3,16,/,-7,/,21,107,1,/,/
Cc1ccc(C(=O)OCC(=O)NC2CCCCC2)cc1S(=O)(=O)N1CCCCC1,/,-7,/,1.3,/,/,/,0.2,-5
CCOc1cc(S(=O)(=O)NCc2cccs2)ccc1Cl,20,-18,-12,0.3,-12,104,13,0.7,-3
COc1ccc(Cl)cc1NC(=O)COC(=O)Cc1cc(OC)c(OC)c(OC)c1,/,-1,/,2.2,/,/,/,2.5,1
O=C(NCc1ccco1)C(Cc1ccccc1)N1C(=O)c2ccccc2C1=O (stereo unspecified),-1,-8,-18,1.1,2,107,11,-1.4,-4
Cc1c(NC(=O)Nc2ccc(Cl)c(Cl)c2)c(=O)n(-c2ccccc2)n1C,9,-13,-5,4.3,6,101,0,3.8,-2
Cc1coc2cc3oc(=O)c(CCC(=O)NCCCN4CCOCC4)c(C)c3cc12,0,-3,43*,1.0,13,101,-2,0.4,-2
COc1ccccc1CNC(=O)COc1ccccc1C,15,/,2,/,2,103,-1,/,-3
Ic1ccc(N2CCN(Cc3c[nH]c4ncccc34)CC2)cc1,/,-9,/,5.5,/,/,/,5.7,-2

(further entries)
SMILES,NALP1 inh,OXTR potentiate,GPR7 antagonist,V1aR counter,M18AAP inhibitor,MEKK2wt PB1 HTS,MEKK2 mut-MEK5,OXTR agonist,GalR3 antagonist
CN(C)c1oc(-c2ccccc2Cl)nc1P(=O)(c1ccccc1)c1ccccc1,6,1,-6,-0.8,2,91,-4,-0.2,-6
Cc1cc(C)c(Cn2c(=O)n(CCCC(=O)NCc3ccco3)c(=O)c3sccc32)c(C)c1,4,-4,3,1.1,3,124,7,-0.5,-3
CC(NC(=O)c1ccc([N+](=O)[O-])cc1Cl)C1CC2CCC1C2 (stereo unspecified),37,-7,-9,0.0,2,93,0,-2.2,12
O=C1OC(c2ccccc2)C2(CCCC2)C(=O)C12CCCC2 (stereo unspecified),6,-5,-7,0.2,3,105,-1,-1.8,-3
NNC(=O)c1ccc2c(c1)S(=O)(=O)NNC2=O,3,-3,-8,-0.7,7,94,-7,0.2,8
CN(C)c1ccc([C@@H]2[C@@H]([N+](=O)[O-])[C@H]3C=Cc4ccccc4N3[C@H]2C(=O)c2ccc(Cl)cc2)cc1,30,-5,2,3.6,10,1.0*[inhibitor],6,1.3,-5
COc1cc(-c2cc(N)n(S(=O)(=O)c3ccc(F)cc3)n2)cc(OC)c1OC,-3,-6,-4,1.6,-13,99,10,-0.7,1
O=C(CSc1ncn[nH]1)Nc1ccc(Cl)c(Cl)c1,/,-14,5,2.4,12,87,-2,2.1,-1
O=C(NC(Cc1c[nH]c2ccccc12)C(=O)NCCCN1CCOCC1)c1cccs1 (stereo unspecified),3,-19,-10,-0.9,-16,110,3,0.8,-6
COc1cc(NC(=O)c2cnc(N)o2)cc(C(=O)Nc2cccc(C(F)(F)F)c2)c1,/,-6,/,-0.7,/,101,5,-0.6,-5&-3
CC(=O)Nc1ccc(-c2csc(NC(=O)c3ccc(C)o3)n2)cc1,7,-2,-18,0.0,14,98,-1,0.4,-4
CCN(CC)CCN(C(=O)/C=C/c1cccs1)c1nc2ccc(Cl)cc2s1,5,-4,9,4.6,-14,156*,13,3.6,-8
On1nnc2c3ccccc3c3ccccc3c21,7,-5,-7,-0.2,-1,92,-14,0.6,-5
O=C(Nc1ccc(-c2nc3ccccc3s2)c(OC(=O)c2ccccc2)c1)c1ccccc1,4,-8,0,0.7,-3,108,4,0.3,-1
COC(=O)/C=C/C1=CN(Cc2ccccc2)CCC1=O,/,1,/,0.4,/,/,/,1.0,-6
CCOc1ncccc1C(=O)OCC(=O)c1ccccc1,-10,5,-8,-0.1,2,99,-2,-0.7,0
CCOc1ccc(C(=O)N[C@H](C(=O)O)C(C)C)cc1,-3,-7,4,0.9,-2,87,-1,0.2,3
CCc1noc(C)c1C(=O)OCC(=O)NCc1ccccc1OC,/,4,/,-0.8,/,/,/,-1.0,-2
COc1ccccc1C(=O)COC(=O)Cc1c[nH]c2ccccc12,/,-10,/,0.9,/,/,/,0.6,4
Cc1onc(-c2ccccc2Cl)c1C(=O)NNC(=O)c1ccccc1F,5,2,5,0.7,8,100,5,0.8,-9
CC(C)CCNC(=O)CSc1nc2ccccc2s1,-7,0,-11,-0.9,-4,96,-3,-2.2,-6
Cc1ccc(CCNC(=O)C2CCC(=O)N(CC3CCCCC3)C2)cc1 (stereo unspecified),-5,-12,4,1.9,-8,102,3,-0.5,2
Cc1ccc(/C=C/C(=O)OCC(=O)NCCN2C(=O)CSC2=O)o1,12,-8,6,0.9,1,97,-8,0.5,0
Cc1ccc(NS(=O)(=O)c2ccc(C(=O)N3CCCN(C)CC3)cc2)cc1,/,4,-8,0.1,-7,101,2,1.4,-4
Cc1cc(C(=O)COC(=O)c2ccc(N)c([N+](=O)[O-])c2)c(C)n1-c1ccc2c(c1)OCO2,23,-13,-3,5.4,1,89,-3,4.2,-6
COCCNC(=O)C(c1ccc(C)cc1)N(C(=O)CCC(=O)Nc1ccccn1)C1CCCCC1 (stereo unspecified),-7,7,-9,0.1,-1,101,-1,0.2,-7
COc1ccc(S(=O)(=O)N2CCOC2CNC(=O)C(=O)NCCc2ccc(OC)c(OC)c2)cc1 (stereo unspecified),31,-7,-2,5.1,-1,101,2,2.1,-9
CC1=NN(C(N)=S)C(=O)C1N=Nc1cccc(Cl)c1C (stereo unspecified),-15,-4,-29,4.8,11,98,6,4.7,-5
O=C(O)CCS(=O)(=O)Cc1ccccc1F,20,-4,-7,-0.2,6,2.0*[inhibitor],-46,1.2,-6
COc1cc(NC(=O)CSc2nc(=O)n(CCN3CCOCC3)c3c2CCC3)cc(OC)c1,/,2,/,-1.2,/,/,/,-1.1,-1

The results go on:
SMILES,NALP1 inh,OXTR potentiate,GPR7 antagonist,V1aR counter,M18AAP inhibitor,MEKK2wt PB1 HTS,MEKK2 mut-MEK5,OXTR agonist,GalR3 antagonist
COc1ccc(/C=N/N2C(=N)SCC2=O)cc1,/,-6,-14,0.5,1,98,-2,-0.5,-5
Cc1nc(SCC(=O)NC2CCCC2)c2c(C)c(C)sc2n1,15,-4,-6,1.6,7,102,1,0.4,-7
COC(=O)C1=C(N)n2c(s/c(=C\c3cccnc3)c2=O)=C(C(=O)OC)C1c1cccnc1 (stereo unspecified),16,/,18,/,-7,99,-1,/,/
Cc1c(Cl)cccc1NC(=O)CCN1CCOCC1,4,3,-8,1.0,4,100,0,0.5,-5
O=c1cc(O)c2sc(Nc3cccc(C(F)(F)F)c3)nc2[nH]1,22,4,-7,5.9,2,101,-2,1.0,5
CCN(Cc1ccccc1)C(c1ccc(C(F)(F)F)cc1)c1nnnn1C(C)(C)C (stereo unspecified),/,0,-17,-0.5,-1,98,-2,-0.8,-3
COc1cc(NC(=O)c2noc3c2CCC3)c(OC)cc1Cl,10,-2,4,-1.0,0,92,1,-1.7,1
Cc1ccc(S(=O)(=O)N2CCOCC2)cc1C(=O)Nc1nc(-c2cccnc2)cs1,11,-9,-9,11,-10,91,-9,3.2,2
CC1(C)CC(=O)C2=C(C1)OC(N)=C(C#N)C2Cc1ccccc1 (stereo unspecified),26,-9,-1,1.0,8,90,-5,0.5,-6
Cc1cccc(N2C(=O)c3ccccc3C2=O)n1,26,-10,13,0.7,-7,106,3,1.0,-7
O=C(/C=C/c1ccc([N+](=O)[O-])cc1)Nc1cccnc1,-12,-8,1,0.5,5,96,4,-0.6,-3
CCCc1c(O)nc(SCC(=O)N2CCCCC2)[nH]c1=O,4,-1,18,0.3,0,106,2,-0.2,-2
